Screening data from PubChem.
APJ antagonist – antagonists of human APJ apelin receptor. AID 2521. inhibition, % at 20 µM. actives 0.32% (n = 330,000). CHO-K1 APJ beta-arrestin complementation, luminescence;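 active = inhibition above about 40% at 20 µM, limit read from the data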;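 also: cells challenged with 10 nM apelin-13 agonist together with compound; plate controls were apelin-13 plus DMSO wells for no effect and DMSO wells lacking apelin-13 for full effect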
Target sequence (P35414 whole entry, looked up): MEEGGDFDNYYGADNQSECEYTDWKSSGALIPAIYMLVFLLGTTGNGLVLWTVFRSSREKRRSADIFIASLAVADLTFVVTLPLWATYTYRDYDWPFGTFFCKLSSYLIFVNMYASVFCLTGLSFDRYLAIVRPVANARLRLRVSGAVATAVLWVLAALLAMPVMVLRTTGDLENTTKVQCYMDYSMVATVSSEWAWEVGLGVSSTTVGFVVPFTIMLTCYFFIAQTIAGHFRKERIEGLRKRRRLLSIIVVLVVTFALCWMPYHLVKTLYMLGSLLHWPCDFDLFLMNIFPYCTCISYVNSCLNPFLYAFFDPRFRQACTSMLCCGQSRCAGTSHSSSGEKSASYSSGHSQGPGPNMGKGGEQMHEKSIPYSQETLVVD
tim23-1 inh – growth inhibitors of tim23-1 mutant yeast. S. cerevisiae tim23-1 growth, BacTiter-Glo luminescence, 24 h. inhibition, % at 20 µM. actives 1.3% (n = 330,000). AID 463212;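 active = growth inhibition of the mutant yeast at or above 50%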;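 also: temperature-sensitive mutant grown at 25 °C; plate controls were DMSO-treated mutant yeast for no effect and medium wells lacking yeast for full effect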
TIM10 inh – growth inhibitors of TIM10 yeast strain; S. cerevisiae TIM10 strain growth, BacTiter-Glo luminescence, 24 h; inhibition, % at 10 µM; actives 1.4% (n = 330,000); AID 463195;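 active = inhibition of 40% or more at the single tested concentration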;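 also: wild-type TIM10 isogenic control strain grown at permissive 25 °C; 0% = DMSO yeast wells and 100% = minimal medium wells without yeast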
NLRP3 yeast inh – inhibitors of NALP3 inflammasome in yeast; Yeast reconstituted NLRP3/ASC/caspase-1, beta-gal luminescence, 24 h; inhibition, % at 10 µM; actives 0.39% (n = 330,000);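 active = inhibition of 50% or more; inactive = inhibition below 50%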;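 also: plate controls were induced DMSO wells for no effect and uninduced yeast grown without galactose for full effect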
beta cell repl – induces beta-cell replication in MIN6 cells; actives 0.29% (n = 330,000); proliferation, % at 10 µM; MIN6 cells proliferation, ATPlite luminescence, 48 h; cells starved in 0.2% serum; 100% = growth in 10% serum;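 active = compounds whose signal lies at least 3.5 SD above the mean of all wells on their plate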;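 also: 0% = DMSO-treated cells in low-serum medium and 100% = 10% serum control; some compounds called inactive have numbers as strong as hits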
NR3A LBD binder – modulates the human NR3A ligand-binding domain | actives 2.5% (n = 340,000) | Tm shift relative to glycine control, % at 25 µM | NR3A LBD differential scanning fluorimetry, Tm shift; 0% = protein alone, 100% = glycine-bound protein;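 active = melting temperature shift of at least 10% of the positive control shift, at one fixed dose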
tim10-1 inh – tim10-1 yeast growth inhibition; S. cerevisiae tim10-1 ts strain growth, BacTiter-Glo, 24 h; inhibition, % at 20 µM; actives 2.2% (n = 330,000);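 active = inhibition of at least 40%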;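 also: mutant grown at 25 °C; 0% = DMSO wells with yeast and 100% = wells holding no yeast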
MPTP inh – blocks calcium-induced mitochondrial swelling | isolated mouse mitochondria, Ca2+ swelling absorbance, 30 min | inhibition, % at 10 µM | actives 1.4% (n = 360,000) | AID 602449;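 active = inhibition of 50% or more, scaled per plate between neutral and stimulator controls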;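 also: 0% = DMSO wells given calcium and 100% = 1 mM EGTA wells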
APJ ag – APJ receptor agonism; CHO-K1 APJ PathHunter beta-arrestin, luminescence; 0% DMSO wells, 100% apelin; activation, % at 20 µM; actives 0.11% (n = 330,000); AID 2520;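 active = activation more than six SD over the plate average, tested at 20 µM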;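 also: 0% = DMSO alone and 100% = apelin-13 at 10 nM; some results filed as inactive read as strong as hits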
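Material: CHO-K1 APJ beta-arrestin complementation cell line; Input: cell density 1000 per well; Incubation: compound stimulation 90 min at 25 °C, detection 60 min; Signal: luminescence from split beta-galactosidase complementation, Galacton Star/Emerald II substrate; Controls: DMSO-only wells as negative, 10 nM Apelin-13 as positive control.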
* marks the source's active call; other numbers are inactive results; nt = not tested or not shown.

SMILES	APJ antagonist	tim23-1 inh	TIM10 inh	NLRP3 yeast inh	beta cell repl	NR3A LBD binder	tim10-1 inh	MPTP inh	APJ ag
Nc1nc(NCc2c(F)cccc2Cl)nn1-c1ccccc1	11	23	13	17	0	3	30	-0.9	-1
O=C(C1CCN(Cc2cn[nH]c2-c2ccc(F)cc2F)CC1)N1CCOCC1	-10	2	-10	5	1	1	13	-1.3	-4
CCOc1ccc(-n2c(N)c(C(=O)N3CCN(C)CC3)sc2=S)cc1	15	-1	-9	0	-1	0	4	0.5	-1
Cn1c(=O)c2c(ncn2CC(=O)OCC(=O)NCc2ccc(Cl)cc2)n(C)c1=O	7	10	-8	7	0	-3	-2	-4.2	-4
CCCS(=O)(=O)c1snnc1C	10	-2	-1	9	-4	2	9	1.1	0
CC(=O)Nc1ccc(NC(=O)CCc2c(C)noc2C)cc1	16	11	1	14	-2	6	5	-2.0	4
C=CCC(C)(NCc1ccccc1)c1ccccc1 (stereo not given)	19	6	19	-33	-3	2	3	4.6	-3
CC(C)(C)NC(=O)C1CCN(S(=O)(=O)c2ccc(Br)cc2)CC1	4	12	5	-2	-1	0	16	1.7	1
Cc1c(-c2nc(N)nc(Nc3ccccc3)n2)oc2ccccc12	-6	30	2	31	-6	0	11	3.3	1
CCCCN(C(=O)c1cccc(S(=O)(=O)N2CCCC2)c1)c1c(N)n(CCC)c(=O)[nH]c1=O	4	3	-3	9	-1	-2	-1	1.0	-2
CCC(C)(C(=O)NC1CCCCC1)N(CC1CCCO1)C(=O)Cc1cccs1 (stereo not given)	4	27	19	1	0	-3	35	-1.7	-2
COc1cc(-c2noc(C)n2)cc(OC)c1OC	4	3	-13	9	1	-1	-2	0.8	0
NNC(=O)CSc1c(-c2cccs2)[nH]c2ccccc12	-1	25	16	10	-1	-2	13	-1.8	-2
CN(C)S(=O)(=O)c1ccc(C(=O)OCC(=O)NC(=O)NC2CCCC2)cc1	10	1	7	16	-3	2	6	0.4	0
O=c1oc2cc(Br)ccc2n1CSC1=NCCS1	12	32	2	-2	-3	-4	29	3.6	-4

Overlap with the part before: two entries, followed by the next part.
SMILES	APJ antagonist	tim23-1 inh	TIM10 inh	NLRP3 yeast inh	beta cell repl	NR3A LBD binder	tim10-1 inh	MPTP inh	APJ ag
CN(C)S(=O)(=O)c1ccc(C(=O)OCC(=O)NC(=O)NC2CCCC2)cc1	10	1	7	16	-3	2	6	0.4	0
O=c1oc2cc(Br)ccc2n1CSC1=NCCS1	12	32	2	-2	-3	-4	29	3.6	-4
Cc1ccc(Cl)c(NC(=O)CSc2cccc[n+]2[O-])c1Cl	8	6	-7	-11	0	1	-1	-0.5	-4
Cn1c(N/N=C/c2cc3ccccc3nc2Cl)nc2ccccc21	17	30	21	30	0	-2	42*	0.7	-1
CCOC(=O)CON1C(=O)C(C)(C)N(OCC(=O)OCC)C(=O)C1(C)C	0	3	-14	-3	1	-2	-4	2.0	-6
C=CCNc1nc2c(c(=O)n(C)c(=O)n2C)n1CCCCCC	6	31	0	8	-6	-2	15	32	1
COc1cccc(-n2c(SCC(=O)NC3CCCC3)nnc2-c2ccco2)c1	5	9	-2	3	1	0	21	-1.9	-5
O=c1c(O)c(-c2ccc(O)cc2)oc2cc(O)cc(O)c12	-17	-12	-16	14	-4	13*	-33	0.1	-5
COc1ccc(O)c(/C=N/NC(=O)c2ccc(CSc3nc(C)cc(C)n3)cc2)c1	-5	25	11	15	-5	1	19	9.4	-1
CCOc1ccc(NC(=O)CC2C(=O)N(c3ccc(OC)cc3)C(=O)N2Cc2ccc(OC)cc2)cc1 (stereo not given)	5	11	9	8	-1	8	10	-0.4	-2
CCn1cc(C(=O)NCC2CCCO2)c(=O)c2cc(S(=O)(=O)N3CCC(C)CC3)ccc21 (stereo not given)	2	4	19	7	-3	-1	7	1.8	-3
O=C(COc1coc(CN2CCc3ccccc3C2)cc1=O)Nc1cccc([N+](=O)[O-])c1	14	10	4	10	5	-1	2	-3.0	7
CCC(C)(C#CCN1CCCCC1)OCCC#N (stereo not given)	-7	-2	6	-1	0	2	3	1.0	-2
COC(=O)c1cn(C(=O)c2ccco2)c2ccccc12	4	32	11	26	-1	1	22	-0.9	0
Cc1ccc(N2C(=O)CCSC23C(=O)Nc2ccccc23)cc1 (stereo not given)	7	0	2	-12	1	0	14	2.2	-2
O=c1cc(N2CCCC2)c2ccccc2o1	2	-1	-7	7	-1	-1	9	-0.2	-4
O=C(O)c1ccc[n+](Cc2ccc([N+](=O)[O-])cc2)c1	-5	5	-13	5	-2	1	-2	0.9	-2
Cn1cc(C(=O)Nc2cccc(F)c2)cn1	-21	16	0	5	-1	-2	-14	-0.4	-3
Cc1cccc(C)c1NC(=O)c1ccccc1C(=O)O	16	5	16	6	-4	-2	-14	-1.1	2
COc1ccc(NC(=O)C2CCCNC2=O)cc1 (stereo not given)	-3	1	9	3	-2	2	3	6.1	-1
CCc1cc(C(N)=O)c(NC(=O)c2ccc(OC)cc2)s1	9	44	49*	11	1	13*	45*	-2.4	-4
N=c1c(C(=O)NCc2ccc3c(c2)OCO3)cc2c(=O)n3ccccc3nc2n1CC1CCCO1 (stereo not given)	-3	8	-1	-1	3	-1	21	-0.3	-8
O=C(N/N=C\c1cccc(OC(=O)c2ccco2)c1)c1ccc2c(c1)OCO2	-8	15	10	25	0	1	-6	-2.4	5
CC1C2(C)OCC(C#N)(C(=N)O2)C1(C#N)C#N (stereo not given)	14	-1	-7	1	-1	nt	8	nt	2
Cc1cc(/C=C2/SC(=O)N(CC(=O)OC(C)C)C2=O)c(C)n1C	6	15	5	15	2	-1	11	0.7	0
COc1cccc(CNC(=S)Nc2cc(OC)ccc2OC)c1	-3	14	11	-34	0	4	45*	0.2	0
CCN(C(=O)CSc1nc2ccccc2c(=O)n1Cc1ccc(C)cc1)C1CCS(=O)(=O)C1 (stereo not given)	5	11	2	-1	3	nt	14	2.0	-2
COc1ccc(/C(N)=N/OC(=O)CCC2CCCC2)cc1	8	65*	54*	4	1	2	60*	-0.1	-3
COCCNC(=O)C(Cc1c[nH]c2ccccc12)NC(=O)OCc1ccccc1 (stereo not given)	-12	14	11	23	-3	0	-5	1.3	3
O=C(N/N=C\c1cc([N+](=O)[O-])ccc1N1CCOCC1)c1ccccn1	18	0	9	6	-4	-1	3	-0.7	-3
Oc1ccc(-c2csc(Nc3ncccn3)n2)cc1	-5	28	26	5	-3	0	15	-0.5	4
CCCCN(CC)CCNC(=O)c1cc2c(C)nc3ccccc3c2o1	-6	1	-4	22	-1	-1	8	-0.1	-2
O=C(c1ccccc1)c1ccc(OCCCCN2CCCCC2)cc1	4	6	-9	-3	-2	-17	-4	-0.1	0
CCCCCOP(=O)(OCCCCC)C1(NS(=O)(=O)c2ccccc2)C=CC(=O)c2ccccc21 (stereo not given)	-23	20	20	4	-3	-2	25	-0.3	1
Cc1cccc(S(=O)(=O)NCCc2cn3ccccc3n2)c1	10	-9	8	4	0	-1	14	0.4	-3
CCCN(CCC)Cc1c(C(=O)N/N=C/C(C)=C\c2ccccc2)nnn1-c1nonc1N	-6	12	-17	4	-4	1	19	0.9	1
CSCC[C@H](NC(=O)C1CCN(S(=O)(=O)c2ccc(C)cc2)CC1)C(=O)NCC1CCCO1 (stereo not given in full)	13	5	11	2	2	4	0	2.1	0
Cc1ccc(C(=O)CCC(=O)N2CCC(C(N)=O)CC2)s1	-3	0	-3	15	1	1	1	-0.9	-4
COc1ccccc1-c1sc2ccccc2c1-c1ccccc1OC	22	23	10	10	-7	1	26	3.3	-4
CC(NC(=O)CN1CCN(C(=O)c2cccs2)CC1)c1ccc(F)cc1F (stereo not given)	-9	-1	5	15	0	0	0	-0.3	-2
O=C(CSc1nnnn1-c1ccccc1)Nc1ccc(Cl)cc1	15	0	9	-7	0	1	10	3.5	-1
CCOC(=O)N1CCN(S(=O)(=O)c2c(C)cc(C)cc2C)CC1	-48	21	9	27	-1	-3	24	-0.7	1
Cc1ccc(CNC(=O)c2ccccc2NC(=O)CSc2nnnn2C)cc1	-15	8	-10	-5	-5	-1	2	-4.7	-2
O=C(CN(Cc1ccc(F)cc1)S(=O)(=O)c1ccccc1)N1CCCCC1	4	26	9	4	0	0	29	-15	-4
COc1ccc(/C=C/c2c(-c3cccc(C)c3)oc3ccc(N4CCOCC4)cc23)cc1	-63	7	7	11	-6	0	21	1.1	-3
O=C(NCCc1ccccc1)C1CCCN(S(=O)(=O)c2cccc3nsnc23)C1 (stereo not given)	3	13	14	3	-1	-3	20	-1.4	0
Cc1cccc(C(=O)OCC(=O)NC(=O)Cc2ccccc2)c1O	2	32	21	20	-1	-1	25	0.0	-2

Profiles, looked up by structure. Order of screens: APJ antagonist | tim23-1 inh | TIM10 inh | NLRP3 yeast inh | beta cell repl | NR3A LBD binder | tim10-1 inh | MPTP inh | APJ ag
O=C(CSc1nnnn1-c1ccccc1)Nc1ccc(Cl)cc1 is entered as 15 | 0 | 9 | -7 | 0 | 1 | 10 | 3.5 | -1
Cc1cccc(S(=O)(=O)NCCc2cn3ccccc3n2)c1 is entered as 10 | -9 | 8 | 4 | 0 | -1 | 14 | 0.4 | -3

(list continues)
SMILES	APJ antagonist	tim23-1 inh	TIM10 inh	NLRP3 yeast inh	beta cell repl	NR3A LBD binder	tim10-1 inh	MPTP inh	APJ ag
CN(CCOc1ccccc1)C(=O)C1CCN(C(=O)c2ccc(F)cc2)CC1	15	6	3	3	-2	-2	19	1.3	-4
Cc1cccc(-c2nsc(SCC(=O)NCC3CCCO3)n2)c1 (stereo not given)	-1	5	12	11	2	-1	17	0.2	-4
COc1nc(NCc2ccco2)nc(NC2CCCCC2)n1	-3	31	14	6	0	0	36	0.5	-2
COc1cc(NC(=O)c2ccccc2)c(OC)cc1NC(=O)Cc1ccccc1	6	19	10	18	1	0	9	0.7	2
CCn1cc(C(=O)Nc2sc(C)c(C)c2C(=O)OC)cn1	20	31	28	7	7	5	25	-8.6	-6
COc1ccc(OC)c(C2C(C(C)=O)=C(O)C(=O)N2CCN2CCOCC2)c1 (stereo not given)	5	6	6	-13	-1	4	12	0.5	-2
COc1ccc(C(=O)C[n+]2ccc(C)cc2)cc1	-9	6	-3	0	0	-1	12	-0.4	2
CCc1nnc(NC(=O)CCC(=O)Nc2ccccc2)s1	4	5	1	6	-1	1	9	-2.3	-1
CCc1cc(CNC(=O)C2CCC(=O)N(CCc3ccc(OC)cc3)C2)on1 (stereo not given)	7	-11	6	10	5	-1	-25	-0.3	6
O=C(CNC(=O)c1ccccc1)Oc1ccc([N+](=O)[O-])cc1	11	12	11	-16	0	0	3	-0.5	7
CC(=O)N1CCc2cc(C(=O)CN3CCN(c4ccccn4)CC3)ccc21	-7	6	-19	2	-4	-3	1	0.1	-4
COCCN(CC(=O)NCc1ccc2c(c1)OCO2)C(=O)CCC(=O)Nc1nccs1	9	-13	3	12	-1	3	0	-3.2	-2
Cc1cccc(N2C(=O)C(O)=C(C(=O)c3cccs3)C2c2cccc(Oc3ccccc3)c2)n1 (stereo not given)	-3	7	11	20	-3	-8	12	5.0	0
CSc1nc(C)c(C(=O)Nc2ccccc2)c(-c2ccco2)c1C#N	-7	7	-8	12	-6	1	-15	4.6	-3
